High-throughput results as filed in PubChem BioAssay.
GPR7 antag – GPR7 receptor antagonists, primary screen, cell-based, fluorescence, single concentration; 290,000 compounds, 1.1% hits; inhibition, % at 4.4 µM; GPR7-expressing cells, fluorescence antagonist assay; Neuropeptides B/W receptor type 1 (Homo sapiens), P48145; in the data active = inhibition above about 16%, passing the limit was not always enough;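 note: cells stimulated with the agonist NPW; 0% = agonist with vehicle and 100% = vehicle without agonist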
VIM-2 inh – VIM-2 metallo-beta-lactamase inhibitors, primary screen, biochemical, epi-absorbance readout, Pseudomonas aeruginosa enzyme | purified VIM-2, nitrocefin hydrolysis, epi-absorbance fluorescence | inhibition, % at 5.6 µM | 290,000 compounds, 0.89% hits;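 active = inhibition above the mean of all tested compounds plus 3 SD, cutoff set per screening run, cut at about 7.5% in these data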;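 note: red hydrolysis product quenches plate fluorescence so inhibitors raise well fluorescence; 0% = enzyme with DMSO and 100% = DMSO without enzyme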
PHOSPHO1 block – PubChem AID 1565. 290,000 compounds, 1.1% hits. recombinant PHOSPHO1, absorbance phosphatase assay. Phosphoethanolamine/phosphocholine phosphatase (Homo sapiens), Q8TCT1. inhibition, % at 13.3 µM; in the data active = inhibition above about 60%
Target sequence (Q8TCT1 whole entry, looked up): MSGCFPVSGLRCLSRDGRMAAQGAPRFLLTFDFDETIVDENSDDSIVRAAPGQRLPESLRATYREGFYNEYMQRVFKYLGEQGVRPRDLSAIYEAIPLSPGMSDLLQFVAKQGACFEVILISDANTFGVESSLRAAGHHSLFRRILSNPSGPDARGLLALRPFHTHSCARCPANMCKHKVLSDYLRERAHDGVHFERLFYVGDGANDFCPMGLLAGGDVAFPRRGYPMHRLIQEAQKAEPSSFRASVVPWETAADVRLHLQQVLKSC
HCV NS3 hel inh – inhibitors of HCV NS3 helicase, primary screen, biochemical, Cy5 molecular beacon fluorescence; Hepatitis C virus NS3 helicase; NS3 helicase DNA unwinding; inhibition, % at 10.9 µM; 290,000 compounds, 0.56% hits; AID 1800, 2009;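 active = inhibition above the mean of all tested compounds plus 3 SD, set per campaign, cut at about 35% in these data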;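 note: 0% = DMSO wells and 100% = thioflavine S control wells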
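Measured by: Cy5 fluorescence, 0 and 60 min reads / Assay system: NS3 helicase fragment of HCV / Control set: low DMSO, high thioflavine S at 110 µM / Times: 1 h reaction at 25 °C, ATP-initiated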
GalR3 antag – GalR3 antagonists in HEK293 cells, primary screen, cell-based, fluorescence readout | HEK293 GalR3-CNG cAMP membrane potential fluorescence; galR3 body fused to GalR1 C-terminus | 360,000 compounds, 0.44% hits | Galanin receptor type 3 (Homo sapiens), O60755 | inhibition, % at 3 µM;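 active = inhibition above the screen-wide average plus 3 SD, cut at about 13% in these data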;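 note: forskolin and galanin both at EC90 stimulate the cells; cAMP rise reported by CNG channel membrane potential dye signal; 0% = forskolin plus galanin with DMSO and 100% = forskolin alone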
IMP-1 inh – IMP-1 metallo-beta-lactamase inhibitors, primary screen, biochemical, epi-absorbance readout, Pseudomonas aeruginosa enzyme | inhibition, % at 5.6 µM | 290,000 compounds, 0.45% hits | purified IMP-1, nitrocefin hydrolysis, epi-absorbance fluorescence | AID 1556, 2009;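 active = inhibition above the mean plus 3 SD of all compounds in the same screening run, cut at about 4.5% in these data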;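 note: 0% = IMP-1 with DMSO and 100% = DMSO wells lacking enzyme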
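assay system = purified recombinant IMP-1 metallo-beta-lactamase enzyme | schedule = 15 min preincubation plus 25 min reaction at 25 °C | signal = Epi-absorbance fluorescence, 480 nm excitation, 530 nm emission | read-out basis = percent inhibition from optical density relative to buffer-blank wells | controls = IMP-1 with DMSO as 0%, enzyme-free DMSO as 100%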
OXTR ag – human OXTR agonists, primary screen, fluorescence, CHO-OTR cells, Fluo-8 calcium | Oxytocin receptor (Homo sapiens), P30559 | Fluo-8 calcium fluorescence; normalized: DMSO 0%, oxytocin 100% | activation, % at 3 µM | 320,000 compounds, 0.32% hits;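 active = activation above the mean of all tested compounds plus 3 SD, cutoff set per screening run, cut at about 20% in these data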;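 note: peak over basal fluorescence ratio from a 100 s FLIPR kinetic read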
Target sequence (P30559 whole entry, looked up): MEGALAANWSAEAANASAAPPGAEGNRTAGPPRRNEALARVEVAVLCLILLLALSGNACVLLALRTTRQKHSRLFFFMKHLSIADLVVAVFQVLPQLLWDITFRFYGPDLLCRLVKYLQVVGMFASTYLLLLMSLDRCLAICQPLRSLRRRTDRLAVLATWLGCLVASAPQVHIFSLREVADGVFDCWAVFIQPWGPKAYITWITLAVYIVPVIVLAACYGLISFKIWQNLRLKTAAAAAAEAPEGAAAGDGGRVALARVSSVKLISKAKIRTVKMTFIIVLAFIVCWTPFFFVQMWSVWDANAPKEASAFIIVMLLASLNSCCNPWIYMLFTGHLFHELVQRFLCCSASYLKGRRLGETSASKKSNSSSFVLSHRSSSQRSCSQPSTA
DNA FID counter – compounds displacing fluorescent DNA intercalator, primary screen, artefact control for HCV NS3 helicase inhibitor project, biochemical, FID fluorescence | DNA fluorescent intercalator displacement | inhibition, % at 7.9 µM | 290,000 compounds, 0.17% hits | AID 1845, 2009; in the data active = inhibition above about 37%;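 note: 0% = vehicle and 100% = reference compound; higher means more ethidium bromide displaced from hairpin DNA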
V1aR counter – agonists of human V1a receptor, primary screen, counter-screen for OXTR agonist project, fluorescence, CHO-V1R cells. Vasopressin V1a receptor (Homo sapiens), P37288. Fluo-8 calcium fluorescence, agonist mode; 0% DMSO, 100% 3 nM vasopressin. activation, % at 3 µM. 320,000 compounds, 0.25% hits. AID 2797, 2010;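 active = activation above the mean activation of all tested compounds plus 3 SD, per screening run, cut at about 20% in these data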;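 note: signal is peak over basal fluorescence ratio across a 100 second FLIPR read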
* marks the source's active call; other numbers are inactive results; · = no result given. Hits appear at their usual frequency, and some 4.3% of all compounds hit somewhere here.

SMILES	GPR7 antag	VIM-2 inh	PHOSPHO1 block	HCV NS3 hel inh	GalR3 antag	IMP-1 inh	OXTR ag	DNA FID counter	V1aR counter
O=C(CNC(=O)c1ccccc1Br)N/N=C/c1ccccc1O	-9	-2.3	44	-4	-7	-3.0	0.5	-4	0.3
O=C(NCc1ccc(F)cc1)C1CCCN(S(=O)(=O)c2ccc(-n3cnnn3)cc2)C1 (stereo unspecified)	-3	-0.4	15	0	-8	-1.4	3.2	-10	0.9
CCOc1cccc(C2C(C(=O)c3ccco3)=C(O)C(=O)N2Cc2ccncc2)c1 (stereo unspecified)	-11	3.3	3	5	-1	-1.3	0.4	-15	1.6
O=C(CSc1ccccc1)Nc1nnc(/C=C/c2ccccc2)s1	-7	-0.8	-2	1	-11	-2.1	-0.8	4	0.3
CN(C(=O)CSc1nc(O)cc(=O)n1-c1ccccc1F)c1ccccc1	-7	-1.7	38	4	-1	-1.8	0.7	-45	1.5
CCN(CC(=O)NC(=O)NCc1ccco1)Cc1nc2ccccc2c(=O)[nH]1	-11	-2.4	-7	9	0	-1.1	-0.5	-20	-0.3
O=C(CNC(=O)N1CC(=O)Nc2ccccc21)Nc1ccc(Cl)cc1	0	-0.6	13	9	3	-3.2	0.7	-6	-0.4
COc1ccc(/C=C/C(=O)C2CC2)cc1COc1cccc(C)c1C	-22	-2.2	24	-7	-1	-1.7	0.7	-8	0.9
Cc1ccccc1-c1cc(C(=O)Nc2nc3c(s2)CCCC3)c2ccccc2n1	-21	-1.8	5	-17	-7	-2.8	0.3	-11	0.1
Cc1cccc(NC(=O)c2ccc3c(c2)CCN3S(C)(=O)=O)c1C	-4	2.0	20	4	-8	-0.7	1.9	-12	0.9
CCN(CC)P(=O)(C(NC(=O)OC)C(F)(F)C(F)(F)C(F)(F)C(F)F)N(CC)CC (stereo unspecified)	-2	0.9	-18	10	-6	-0.4	-1.8	-31	-0.2
CCOc1ccc(-n2nc3ccc(NC(=O)CC)cc3n2)cc1	-14	-1.3	24	-8	-11	-2.0	·	-14	·
Nc1nc(F)cc(N2CCCCCC2)n1	-11	-5.0	11	7	-3	-1.3	0.5	-7	-0.4
CC(C)(C)c1cc(C(=O)N/N=C/c2ccc([N+](=O)[O-])s2)n[nH]1	-13	-3.3	10	9	0	-3.1	-2.3	2	-1.2
CCOc1ccc(S(=O)(=O)Nc2cc(S(=O)(=O)N(CC)CC)ccc2N2CCCC2)cc1	18	-0.4	-8	-17	-11	-1.6	-2.2	-8	-0.2
O=C(c1ccc(CS(=O)(=O)c2ccccc2)o1)N1CCOCC1	-7	-2.0	-3	3	-3	-4.1	0.9	-5	0.8
CN(C)CCN(C(=O)C1=COCCO1)c1nc2ccc(F)cc2s1	-7	0.5	30	-5	-4	-2.6	0.8	8	1.2
COC(=O)c1[nH]c(=O)c2ccccc2c1O	-7	-2.2	6	-8	·	-2.4	1.1	-2	2.6
CCOc1ccc(NC(=O)Cc2nnc(SCC(=O)N3CCOCC3)n2C)cc1	-14	-1.5	-24	9	-3	-0.3	0.5	-7	-0.1
COc1ccc(C(=O)NCCNC(=O)c2ccccn2)cc1	-6	-1.0	32	-15	-9	-2.8	1.1	-4	1.0
O=C(CCc1nc(-c2ccccc2)no1)Nc1cc(C(F)(F)F)ccc1Cl	-10	-1.9	11	3	2	-4.3	1.3	-3	2.3
COc1cc(/C=C2/SC(=S)N(Cc3ccccc3)C2=O)cc(Cl)c1O	89*	-1.0	20	48*	-12	-0.1	70*	18	65*
Cc1ccc(O)c(C(CC(=O)NC(C)C)c2ccccc2)c1 (stereo unspecified)	6	1.3	8	8	-2	-1.0	-0.9	-6	-0.3
CC(C)Nc1nc2nonc2nc1Nc1ccccc1	1	-1.2	12	2	-4	-0.5	9.2	-3	8.7
O=C(Nc1ccc2c(c1)CCCN2C(=O)c1cccs1)c1c(F)cccc1Cl	26*	-0.2	-1	2	3	-0.2	2.5	-31	7.8
CO/N=C/C1C(=O)NN=C1c1ccccc1 (stereo unspecified)	-1	-4.0	15	17	2	-3.1	-0.3	4	-0.6
COc1ccc(/C=N\NC(=O)/C(=C\Nc2nccc(C)n2)NC(=O)c2ccccc2)cc1	-14	-4.5	16	8	0	-4.4	-1.0	-9	0.1
Cc1ccc(/C=N/N2C(=O)C3C(C2=O)C2C=CC3C23CC3)o1 (stereo unspecified)	-1	-2.4	14	14	3	-3.4	-1.7	0	-1.7
COc1ccc(-c2ocnc2C(=O)Nc2ccccc2N2CCCCC2)cc1	-13	0.4	13	-4	1	-0.4	-0.2	10	0.5
COc1ccc(Cl)cc1NC(=S)N1CCN(c2ncccn2)CC1	3	1.2	-3	-4	-5	-1.8	-0.3	-2	-0.7
COc1ccc(/C=N\NC(=O)COc2ccc(C(C)(C)C)cc2)cc1Cn1nc(C)cc1C	-1	-4.5	-1	-1	-2	-2.8	-0.7	-9	0.5
Cc1onc(-c2ccccc2Cl)c1C(=O)N1CCN=C1SCc1cccnc1	-1	1.1	16	-1	-4	0.7	0.3	-5	0.7
CCc1nc2sc3c(=O)[nH]cnc3c2c2c1CSC(C)(C)C2	-4	3.4	24	-13	-5	-2.5	-0.7	-6	-0.8
Cc1ccc(/C=C(\NC(=O)c2ccc(C)cc2)C(=O)NCCCn2ccnc2)cc1	-2	-6.2	37	-14	-2	-3.4	1.0	4	-0.1
CCCCN(CC)C(=O)c1ccc2c(c1)OCO2	11	4.0	-14	28	0	1.1	1.4	-6	-0.3
COC(=O)C1=C(C)N(c2ccc(C)c(C)c2)/C(=C/c2ccco2)C1=O	-4	-1.4	-17	14	·	-1.5	-0.7	-6	-0.8
CS(=O)(=O)N(Cc1ccccc1)c1ccc(C(=O)N2CCOCC2)cc1	-8	-2.9	39	1	-2	-4.1	1.1	-5	1.4
CC1CCCC(C)N1CC(O)COCc1ccccc1 (stereo unspecified)	-3	-2.8	37	0	-12	-2.2	-0.1	-4	-0.9
Cn1c(=NCC(O)COc2ccccc2)sc2ccccc21 (stereo unspecified)	0	-2.7	21	-3	-4	-0.9	0.3	2	-0.2
O=C(NCC(=O)N(c1ccccc1)C(C(=O)NC1CCCC1)c1cccnc1)c1ccco1 (stereo unspecified)	9	2.0	-14	1	-4	-1.1	-1.2	-5	0.0
CC1(C)Cc2c(cnn2-c2ccccc2)C(=O)/C1=N\NC(=O)c1ccccc1	-10	-3.0	19	-3	-6	-8.2	-0.2	-10	1.2
Cc1cc(C)c2c(N)c(C(=O)Nc3c(C)n(C)n(-c4ccccc4)c3=O)sc2n1	-16	-3.2	31	0	-3	-1.9	-1.0	-15	-0.9
O=C(N/N=C/c1ccccc1)c1cc(-c2ccc3c(c2)OCO3)n[nH]1	23*	-1.2	-9	15	-3	0.3	-1.8	-8	-0.1
COc1cc(NS(=O)(=O)N2CCCC2)cc(OC)c1OC	-2	-5.6	14	-3	-2	-2.0	0.0	-3	-0.6
CCC(C)(C)NC(=O)CN(C(=O)CCC(=O)Nc1ccccn1)c1ccc2c(c1)OCO2	-4	-1.8	-58	0	-8	-1.4	0.1	-35	0.7
Cc1c(OC(C)C(=O)NCc2ccncc2)ccc2c3c(c(=O)oc12)CCC3 (stereo unspecified)	2	23*	48	5	1	-0.6	5.2	-32	5.4
OC(CN1CCOCC1)Cn1cnc2ccccc21 (stereo unspecified)	6	-1.6	16	11	-7	-2.4	0.8	-2	0.4
CC(C)NC(=O)c1ccc2c(c1)N(CC(=O)N1CCCC1)C(=O)C(C)(C)O2	-11	-1.9	20	5	-6	-2.5	-0.4	-6	-0.4
Cc1cccc(C)c1NC(=O)NN1C(C)CCCC1C (stereo unspecified)	-5	0.9	-23	-1	-2	-1.2	-0.6	-4	0.8
Cc1cc(C)nc(NC2=NCCN2C(=S)Nc2ccc(C)c(C)c2)n1	-4	0.3	-6	0	-2	-0.1	-0.2	-6	1.0
Cc1ccc(C(=O)N/C(=C\c2cccc([N+](=O)[O-])c2)C(=O)Nc2cccc(C(=O)O)c2)cc1	-5	-1.3	-2	9	-10	-2.4	-0.4	-16	0.3
Cc1ccc(NC(=O)CNC(=O)c2ccco2)c(Cl)c1	17	-1.3	34	2	-10	-1.7	-0.7	2	-0.1
